H37Rv inhibition = M. tuberculosis growth inhibition, HTS (AID 449762) | 330,000 compounds, 0.59% hits | one-dose inhibition, % at 25 µM; IC50 in µM for titrated hits | M. tuberculosis H37Rv growth inhibition, 7H9 media; higher % means a stronger effect; in the data active = a potency from the dose series; inconclusive = inhibition above about 70% without an active follow-up result;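 note: bacterial growth assessed after seven days of incubation; strong numbers were not always called active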
influenza NS1A = H1N1 influenza NS1A inhibitors, functional cell based assay (AID 504329). 340,000 compounds, 0.3% hits. NS1A functional cell-based assay, percent inhibition; higher % means a stronger effect. one-dose inhibition, % at 12.5 µM; IC50 in µM for titrated hits; in the data active = a potency from the dose series; inconclusive = inhibition above about 27% without an active follow-up result; note: strong numbers were not always called active
inhibitors of VEEV = inhibitors of VEEV TC-83 cytopathic effect, confirmation, Vero cells (AID 588727). inhibition, % at 20 µM; hits with a dose series show IC50 in µM. 350,000 compounds, 0.13% hits. Vero cells, VEEV TC-83 cytopathic effect inhibition; higher % means a stronger effect; in the data active = a potency from the dose series; inconclusive = inhibition mostly from about 14% at the one dose, without a potency; inactive = the rest, 99 in 100 with inhibition below about 12%; note: strong numbers were not always called active
PhoP GFP inhibition = Inhibition of PhoP regulon, Salmonella typhi GFP reporter cells, confirmation, 4 h (AID 1850); Salmonella Typhi PhoP-promoter GFP reporter, fluorescence, 4 h; higher % means a stronger effect; one-dose inhibition, % at 50 µM; IC50 in µM for titrated hits; 310,000 compounds, 0.33% hits; in the data active = a potency from the dose series; inconclusive = inhibition mostly from about 25% at the one dose, without a potency; inactive = the rest, 99 in 100 with inhibition below about 19%;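 note: 0% = induced wells with vehicle and 100% = uninduced wells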
tuberculosis growth = growth inhibition of non-replicating M. tuberculosis (AID 488890). Mycobacterium tuberculosis non-replicating, growth inhibition; higher % means a stronger effect. inhibition, % at 25 µM; hits with a dose series show IC50 in µM. 320,000 compounds, 0.39% hits; in the data active = a potency from the dose series; inconclusive = inhibition mostly from about 82% at the one dose, without a potency; inactive = the rest, 99 in 100 with inhibition below about 76%;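 note: plate controls were DMSO cells for no effect and high antibiotic wells for full effect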
inhibitors of VEEV 10K pilot screen = recorded beside inhibitors of VEEV, whose call it bears; inhibition, %; measured here: 10K pilot screen inhibition
* hit, by the source's call; i = inactive; ? = inconclusive; / = not tested or not shown; & = joins results of further samples.

SMILES	H37Rv inhibition	influenza NS1A	inhibitors of VEEV	PhoP GFP inhibition	tuberculosis growth	others
COc1nc(SCC(=O)Nc2ccccc2Cl)nc(N(C)C)n1	6%	7%	1.7%	7%	5%
N[C@@H](Cc1ccccc1)c1nnc(SC/C=C/c2ccccc2)o1	5%	-2%	3.5%	-5%	3.5µM*
COCCO[C@H]1CC[C@@]2(C)C(=CCC3C2CC[C@@]2(C)C3CC[C@]2(C)O)C1 (some centres undefined)	1%	6%	?	/	46%
CCc1ccc(NC(=O)c2ccc(-n3cncn3)c([N+](=O)[O-])c2)cc1	50%	-1%	7.5%	8%	19%
CN(Cc1nc2ccccc2c(=O)[nH]1)C(=O)COc1ccccc1Cc1ccccc1	1%	-12%	2.3%	/	45%
CCOc1ccc(S(=O)(=O)N2CCOCC2)cc1NC(=O)CN1C(=O)NC2(CCCC2)C1=O	0%	-3%	7.1%	-4%	-4%
Cc1nnc2sc(SCc3ccccc3Cl)nn2c1=O	3%	-5%	0.5%	-2%	19%
CCSc1nc(O)cc(=O)n1CC	13%	-2%	0.6%	-8%	?
CCN(C(=O)CSc1nc2ccc(O)cc2c(=O)n1-c1ccc(OC)c(OC)c1)C1CCS(=O)(=O)C1 (centres undefined)	/	-8%	10%	/	/
Fc1ccc(C(Nc2ccccn2)c2c[nH]c3ccccc23)cc1 (centres undefined)	-2%	7%	2.3%	-3%	?
COc1ccc(-c2cc(-c3cc(OC)ccc3O)[nH]n2)cc1	?	11%	8.4%	-2%	5%
COc1cc(C(C(=O)NC(C)(C)C)N(Cc2ccc3c(c2)OCO3)C(=O)c2cnccn2)cc(OC)c1OC (centres undefined)	-5%	-1%	i	-9%	-14%
CCOC(=O)N1CCN(Cc2cn[nH]c2-c2cc3ccccc3o2)CC1	2%	2%	i	14%	42%
Cc1ccc(Cn2cnc3sc4c(c3c2=O)CCC4)c(C)c1	-2%	6%	4.2%	-18%	1%
Cc1ccccc1N1C(=O)C2C3C=CC(C2C1=O)N(C)C3=O (centres undefined)	1%	-7%	1.7%	-2%	-12%
COCCN(Cc1ccccc1)C(=O)c1c(C)nn(-c2ccccc2)c1C	-2%	10%	0.3%	10%	11%
CCN(c1ccc(OC)cc1)S(=O)(=O)c1ccc2c(c1)NC(=O)CS2	-4%	-11%	0.6%	10%	3%
COC(=O)c1cc(=O)c2c([N+](=O)[O-])ccc(OC)c2o1	5%	-5%	0.7%	2%	-20%
COc1ccc(Cc2c(O)nc[nH]c2=O)cc1	-3%	0%	1.8%	-5%	-2%
CCCCCCCC(=O)OCC(=O)[C@@]1(O)CC[C@H]2[C@@H]3CCC4=CC(=O)CC[C@]4(C)[C@H]3[C@@H](O)C[C@@]21C	39%	0%	0.8%	-5%	48%

Structures above that have an aryl methoxy group, in the order listed:
SMILES	H37Rv inhibition	influenza NS1A	inhibitors of VEEV	PhoP GFP inhibition	tuberculosis growth	others
COc1nc(SCC(=O)Nc2ccccc2Cl)nc(N(C)C)n1	6%	7%	1.7%	7%	5%
CCN(C(=O)CSc1nc2ccc(O)cc2c(=O)n1-c1ccc(OC)c(OC)c1)C1CCS(=O)(=O)C1 (centres undefined)	/	-8%	10%	/	/
COc1ccc(-c2cc(-c3cc(OC)ccc3O)[nH]n2)cc1	?	11%	8.4%	-2%	5%
COc1cc(C(C(=O)NC(C)(C)C)N(Cc2ccc3c(c2)OCO3)C(=O)c2cnccn2)cc(OC)c1OC (centres undefined)	-5%	-1%	i	-9%	-14%
CCN(c1ccc(OC)cc1)S(=O)(=O)c1ccc2c(c1)NC(=O)CS2	-4%	-11%	0.6%	10%	3%
COC(=O)c1cc(=O)c2c([N+](=O)[O-])ccc(OC)c2o1	5%	-5%	0.7%	2%	-20%
COc1ccc(Cc2c(O)nc[nH]c2=O)cc1	-3%	0%	1.8%	-5%	-2%

The list continues:
SMILES	H37Rv inhibition	influenza NS1A	inhibitors of VEEV	PhoP GFP inhibition	tuberculosis growth	others
FC(F)(F)c1ccc(CN2C[C@@H]3C(c4ccccc4)C4(c5cccnc5)CC3(C4)[C@H]2c2ccccc2)cc1 (some centres undefined)	8%	-5%	4.2%	-16%	27%
CC(NC(=O)CCl)c1ccc(Cl)c(Cl)c1 (centres undefined)	1.2µM*	-2%	6.9%	-5%	?
N=C1SCC(=O)N1c1ncc(Cc2ccccc2Cl)s1	/	-5%	0.2%	/	/
O=C(NCCc1csc(-c2ccccc2)n1)c1c(F)cccc1F	0%	2%	7.2%	1%	15%	inhibitors of VEEV 10K pilot screen=0.0
CC(C)(C)CC(=O)NC(=S)NCc1ccccc1	5%	-3%	i	3%	?
CCOC(=O)c1c(NC(=O)c2ccccc2Cl)sc2c1CCc1ccccc1-2	?	-10%	0.3%	0%	74%
N#Cc1ccc(OCc2nnc(-c3ccc([N+](=O)[O-])cc3)o2)cc1	70%	10%	0.2%	3%	-1%
CN(Cc1nc2ccccc2c(=O)[nH]1)C(=O)c1cccc(NC(=O)c2cccs2)c1	7%	-25%	2.4%	/	35%
CN(Cc1nc(-c2cccc(Cl)c2)no1)C1CCOCC1	-12%	13%	0.2%	4%	8%
CC(=O)Nc1ccc(NC(=O)CSC2=NS(=O)(=O)c3cc(Cl)ccc3N2)cc1	-2%	0%	0.7%	4%	-3%
O=C(COc1ccc(Br)cc1)N(CCO)CCO	3%	1%	0.2%	-3%	-7%
Cn1c(=S)[nH]c2[nH]c(=O)cnc2c1=O	3%	1%	0.8%	-10%	-10%
COc1ccc(-c2cccc(-c3cc(=O)oc4cc5c(cc34)OCO5)c2)cc1	/	-3%	1.4%	/	/
CCN(CCCNC(=O)C1CCC(=O)N1Cc1ccccc1Cl)c1cccc(C)c1 (centres undefined)	-1%	7%	i	1%	16%
O=S(=O)(c1ccccc1)N1N=C(c2ccccc2)CC1c1ccco1 (centres undefined)	-2%	/	/	-6%	13%
COc1ccc(C2C=C(c3ccc(F)cc3)NC(=S)N2)cc1OC (centres undefined)	26%	-3%	i	-6%	21%
O=C(CSc1nccc(=O)[nH]1)NC1CCCCCCC1	0%	-13%	0.6%	/	-9%
O=C1C(=O)N(CCN2CCCCC2)c2ccccc21	-2%	13%	i	-1%	0%
CC1CC(C)CN(CCCNC(=O)Cn2cccc2C(=O)c2ccccc2)C1 (centres undefined)	2%	-2%	1.3%	-16%	3%
CCc1cccc(NC(=O)C2CCN(S(=O)(=O)c3cccs3)CC2)c1	-15%	-4%	i	-4%	25%
O=C(CN1CCN(c2ccccc2O)CC1)NCCCc1ccccc1	0%	-4%	1.2%	3%	-15%
COc1cc2c(cc1OC)C(c1ccc([N+](=O)[O-])cc1)NC(=O)C2 (centres undefined)	-9%	-3%	0.0%	3%	0%
CC1CN(C(=O)c2cc3cc(Cl)cc(Cl)c3oc2=O)CC(C)O1 (centres undefined)	8%	1%	0.0%	-4%	-7%
C=CCn1c(=O)c2ccccc2n2c(SC(C)C(N)=O)nnc12 (centres undefined)	0%	-22%	1.2%	15%	0%
Cc1cc(C(=O)CSc2nc3ccccc3[nH]2)c(C)n1CC1CCCO1 (centres undefined)	-3%	26%	i	7%	6%
COC(=O)C1=CN(CC2CCCO2)C=C(C(=O)OC)C1c1cc(OC)c(OC)c(OC)c1 (centres undefined)	-12%	3%	i	9%	15%
CCCCc1cc2c(c(NC(=O)CC)n1)c(=O)oc1ccccc12	/	0%	1.0%	/	/
CC(C)(C)OC(=O)N1CCC(C(=O)N[C@@H](Cc2ccccc2)C(=O)O)(c2ccccc2)CC1	-8%	-9%	0.2%	-2%	-1%
O=C(C/C=N/OCc1ccc(Cl)cc1)c1cnc(-c2ccccc2)s1	11%	3%	0.5%	-4%	36%
Cc1ccc2[nH]c(=O)c(N3CCOCC3)c(-c3ccccc3)c2c1	-1%	0%	4.3%	-4%	18%
CC(/C=C/c1ccco1)=N/NC(=O)CNc1ccccc1C	-3%	1%	i	0%	-2%
Cc1ccc(N(C(=O)CNC(=O)c2ccco2)C(C(=O)NC2CCCC2)c2cccnc2)cc1C (centres undefined)	7%	-3%	i	-1%	14%
O=C(O)c1ccc(Oc2cccc([N+](=O)[O-])c2)cc1C(=O)O	4%	6%	1.0%	4%	-18%
Cc1cccc(C)c1NC(=O)CN(C)C(=O)c1ccccc1SCC(=O)N1CCCC1	-7%	-2%	1.3%	5%	0%
O=C(CSC(=S)N1CCCC1)N1CCN(S(=O)(=O)c2cccc(F)c2)CC1	-6%	-5%	4.4%	5%	18%
COc1ccc(C(=O)NNC(=O)CSc2nnnn2C)cc1	3%	6%	0.2%	4%	10%
COC(=O)C1=C(c2ccccc2OCc2ccccc2)C[C@@H]2CC[C@H]1N2C(=O)NCCOc1ccccc1	1%	0%	3.4%	/	29%	inhibitors of VEEV 10K pilot screen=2.2
O=C(CCNc1cccc(F)c1)c1cc2ccccc2o1	4%	-3%	?	6%	?
CC(C)(C)c1nnc(NC(=O)c2cccs2)s1	3%	14%	3.1%	11%	-6%
CC(N=C(NC#N)Nc1ccncc1)C(C)(C)C (centres undefined)	12%&24%	3%&0%	0.6%&0.5%	7%&-4%	-4%&4%
CC(=O)NC1=NN(c2ccccc2)C(=O)C1	-7%	12%	0.1%	6%	-11%	inhibitors of VEEV 10K pilot screen=0.5
Cc1cccc(C(=O)N[C@H](C(=O)Nc2cc(S(=O)(=O)N3CCCCC3)ccc2C)C(C)C)c1	0%	-6%	3.8%	7%	36%
CC12CCC3C(CCC4CC(=O)OCC43C)C1CCC2O (centres undefined)	/	7%	1.2%	/	/
O=[N+]([O-])c1cccc(CNC2CCCCCC2)c1	0%	0%	2.2%	6%	-1%
COc1ccc(OC)c(NC(=O)CCNS(=O)(=O)c2cccs2)c1	7%	4%	5.9%	5%	5%	inhibitors of VEEV 10K pilot screen=0.4
O=C(NCc1cccs1)C(NS(=O)(=O)c1cccc2nsnc12)c1ccccc1 (centres undefined)	2%	2%	5.3%	4%	6%
CC1=C(C(=O)Nc2ccccc2)C(c2ccco2)C(C#N)=C(SCC(=O)Nc2cccc(C)c2C)N1 (centres undefined)	-1%	1%	1.0%	-6%	16%
CC(C)(CC(=O)O)CC(=O)NNc1ncccc1C#N	-7%	-23%	0.7%	4%	-17%
Cc1cc(NC(=O)CSc2nnc(-c3ccco3)n2N)no1	-11%	-8%	1.8%	/	-13%
CCN(CC)S(=O)(=O)c1cc(NC(=O)c2ccccc2OCc2c(C)noc2C)ccc1C	/	-17%	1.1%	/	/

The results go on:
SMILES	H37Rv inhibition	influenza NS1A	inhibitors of VEEV	PhoP GFP inhibition	tuberculosis growth	others
NS(=O)(=O)c1ccc(NC(=O)/C=C/c2cccc(Cl)c2)cc1	1%	4%	1.3%	4%	12%
COc1ccc(-n2c(COc3cccc4ccccc34)nnc2SC(C)C(=O)O)cc1 (centres undefined)	-3%	-14%	i	3%	2%
CCn1c(C)nc2cc(NC(=O)Nc3cccc(C(C)=O)c3)ccc21	10%	-9%	0.4%	3%	-3%
Cc1nnc(NC(=O)CCCOc2ccccc2)s1	2%	-17%	6.1%	6%	33%
CCCC[N+]12CCC(CC1)C(=C(c1ccccc1)c1ccccc1)C2	6%	-4%	5.0%	-4%	39%
O=C(CSc1n[nH]c(=O)n1C1CC1)Nc1cc(Cl)ccc1Oc1ccccc1	1%	-4%	6.0%	-10%	35%
Cc1ccc(C(=O)NN=C2CCCC2)cc1C	4%	1%	0.4%	8%	-4%
Cc1cccc(OCC(=O)NC(Cc2c[nH]c3ccccc23)C(=O)O)c1C (centres undefined)	4%	7%	5.8%	8%	8%
CC(Oc1ccc2c(-c3ccccc3)cc(=O)oc2c1)C(=O)O (centres undefined)	-10%	0%	i	-7%	-15%
CN(Cc1c(F)cccc1Cl)C(=O)C1CC(=O)N(CCc2ccccc2)C1 (centres undefined)	3%	-6%	i	-11%	-18%
CC(C)N(Cc1ccccc1)C(=O)CN1C(=O)NC2(CCCc3ccccc32)C1=O (centres undefined)	-25%	-5%	0.1%	-7%	-6%
COc1ccc(NC(=O)CN(c2cccc(C(F)(F)F)c2)S(C)(=O)=O)cc1OC	-19%	-7%	i	-5%	3%
Cc1ccc(C(=O)C(C)OC(=O)CNS(=O)(=O)c2ccc(C)cc2)cc1 (centres undefined)	0%	-12%	1.0%	/	7%
Cn1nccc1NC(=O)Nc1cccc(Cl)c1	5%	-1%	i	3%	0%
O=C(c1cc(S(=O)(=O)NCc2ccco2)ccc1Br)N1CCOCC1	-5%	-10%	5.2%	/	-22%

Screens (PubChem)
